Screens from PubChem BioAssay.
OXTR agonist: agonists of human oxytocin receptor; P30559; CHO-OTR cells, Fluo-8 calcium fluorescence; normalized: DMSO 0%, oxytocin 100%; activation, % at 3 µM; 0.32% of 320,000 active;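 active = activation above the mean of all tested compounds plus 3 SD, cutoff set per screening run, cut at about 20% in these data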;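 also: peak over basal fluorescence ratio from a 100 s FLIPR kinetic read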
M1 antag: blocks human M1 muscarinic receptor. P11229. CHO-K1 hM1, Fluo-8 calcium fluorescence, ACh EC80 antagonist. 1.3% of 360,000 active. inhibition, % at 3 µM. AID 588852;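 active = percent inhibition above its own plate's cutoff, namely the mean of that plate's compound wells plus 3 SD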;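 also: peak over basal fluorescence ratio during 140 s after agonist addition; 0% = ACh EC80 plus DMSO and 100% = DMSO alone without agonist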
V1R ag counter: counter-screen for oxytocin receptor agonists: human V1a receptor agonists; CHO-V1R cells, Fluo-8 calcium fluorescence, agonist mode; 0% DMSO, 100% 3 nM vasopressin; activation, % at 3 µM; 0.25% of 320,000 active; AID 2797;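 active = activation above the mean activation of all tested compounds plus 3 SD, per screening run, cut at about 20% in these data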;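 also: signal is peak over basal fluorescence ratio across a 100 second FLIPR read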
Target sequence (P37288 whole entry, looked up): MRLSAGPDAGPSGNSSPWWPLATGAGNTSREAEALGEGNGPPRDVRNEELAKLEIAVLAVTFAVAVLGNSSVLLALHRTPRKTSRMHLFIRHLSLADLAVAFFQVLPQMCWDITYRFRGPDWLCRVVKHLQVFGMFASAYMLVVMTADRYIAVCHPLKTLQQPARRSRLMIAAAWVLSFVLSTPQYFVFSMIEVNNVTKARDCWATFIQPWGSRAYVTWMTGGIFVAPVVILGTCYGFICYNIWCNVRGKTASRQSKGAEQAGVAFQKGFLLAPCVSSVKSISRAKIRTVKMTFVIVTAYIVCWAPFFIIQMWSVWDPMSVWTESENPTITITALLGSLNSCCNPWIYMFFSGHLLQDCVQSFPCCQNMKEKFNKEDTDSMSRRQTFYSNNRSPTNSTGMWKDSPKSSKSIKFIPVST
TAAR1 ag: agonists of human TAAR1; Q96RJ0; CHO RD-HGA16 TAAR1, Fluo-8 calcium fluorescence; vehicle wells 0%, saturating PEA agonist 100%; activation, % at 3 µM; 0.99% of 360,000 active; AID 624467;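 active = activation above the mean activation of all test compounds in the run plus 3 SD, cut at about 38% in these data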
Target sequence (Q96RJ0 whole entry, looked up): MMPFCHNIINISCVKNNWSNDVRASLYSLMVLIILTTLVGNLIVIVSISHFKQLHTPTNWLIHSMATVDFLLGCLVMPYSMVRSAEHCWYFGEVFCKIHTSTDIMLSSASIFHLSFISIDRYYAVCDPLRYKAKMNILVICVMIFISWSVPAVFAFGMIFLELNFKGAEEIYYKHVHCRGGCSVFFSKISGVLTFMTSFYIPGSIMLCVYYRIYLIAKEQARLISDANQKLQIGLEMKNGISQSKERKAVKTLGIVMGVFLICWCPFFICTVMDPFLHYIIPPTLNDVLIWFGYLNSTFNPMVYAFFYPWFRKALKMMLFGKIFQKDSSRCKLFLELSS
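Test system: RD-HGA16 (CHO) cells co-expressing Gα16 and hTAAR1 | Doses: Single dose, 3 µM | Schedule: 17-24 h seeding, 75 min 37 °C dye, 30 min RT | Evaluation: % activation from peak over basal fluorescence ratio, DMSO-to-PEA scaled | Technique: Kinetic Fluo-8 calcium fluorescence | Benchmarks: Low control DMSO, high control PEA (EC100)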
CHRM1 agonist: agonists of human M1 muscarinic receptor | P11229 | CHO-K1 hM1, Fluo-8 calcium fluorescence, agonist mode; 0% DMSO, 100% acetylcholine EC100 | activation, % at 3 µM | 0.33% of 360,000 active;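 active = activation above the run's mean compound activation plus 3 SD, cut at about 16% in these data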;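 also: peak over basal fluorescence ratio within a 140 s kinetic read after compound addition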
OXTR potentiate: potentiators of human oxytocin receptor | CHO-OTR cells, Fluo-8 calcium fluorescence, potentiator mode; 0% = oxytocin EC15, 100% = EC100 | 0.061% of 320,000 active | activation, % at 3 µM | AID 2445 | P30559;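 active = activation above that plate's cutoff, the mean activation of tested compounds plus 3 SD, cut at about 6.6% in these data, passing the limit was not always enough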;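 also: 100% uses oxytocin at 75 nM as the full agonist control; some results filed as inactive read as strong as hits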
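test system = CHO-OTR cells, human receptor | compound = single-point 3.0 µM | schedule = 6 min compound pre-incubation at room temperature, 100 s kinetic read | signal = Fluo-8 no-wash calcium dye fluorescence, excitation 470-495 nm, emission 515-575 nm | repeats = single well per compound, singlicate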
CHO parental Ca: counter-screen: ATP calcium response change in parental CHO cells; parental CHO-K1, ATP-induced calcium, Fluo-8 fluorescence; inhibition, % at 5.6 µM; 0.63% of 330,000 active; AID 463079;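 active = inhibition above that plate's mean sample inhibition plus 3 SD, cut at about 26% in these data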;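 also: 0% = ATP-challenged DMSO wells and 100% = DMSO wells without ATP; some compounds past the cut are filed as inactive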
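Assay system – parental CHO cells · Reagent – ATP stimulus · Detection – intracellular calcium via Fluo-8 no-wash fluorescent dye · Evaluation – percent inhibition of ATP-evoked calcium rise, normalized to controls · Controls – ATP wells versus no-ATP DMSO wells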
TAAR1 antagonist: antagonists of human TAAR1; Q96RJ0; CHO RD-HGA16 TAAR1, Fluo-8 calcium fluorescence, antagonist; inhibition, % at 3 µM; 1.5% of 360,000 active;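 active = inhibition above a per-plate cutoff, the mean inhibition of test compounds on that plate plus 3 SD, cut at about 49% in these data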;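 also: 0% = DMSO plus EC80 beta-PEA response and 100% = DMSO alone without agonist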
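System: RD-HGA16 CHO cells with stable hTAAR1 and Gα16 | Probe or stimulus: EC80 β-phenethylamine stimulus | Dosing: 3 µM, single point | Times: Dye loading 75 min at 37 °C, then 30 min room temperature | Measured by: Fluo-8 calcium-sensitive fluorescence | Read-out basis: % inhibition of agonist calcium response | Replicates: n of 1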
CHRM1 PAM: potentiates human M1 receptor response to acetylcholine; CHO-K1 hM1, Fluo-8 calcium fluorescence, ACh EC20; 0% = ACh EC20, 100% = maximal ACh; activation, % at 3 µM; 0.088% of 360,000 active; AID 588819; in the data active = activation above about 19%, passing the limit was not always enough
An asterisk follows results filed as active; / = no result given.

Under each structure: OXTR agonist	M1 antag	V1R ag counter	TAAR1 ag	CHRM1 agonist	OXTR potentiate	CHO parental Ca	TAAR1 antagonist	CHRM1 PAM
O=P(c1ccccc1)(c1ccccc1)C(c1ccccn1)P(=O)(c1ccccc1)c1ccccc1
 : -2.0	5	-1.8	4	-5	-8	-21	-16	-3
COc1ccc(S(=O)(=O)NCC(=O)Nc2cccc(C)c2C)cc1OC
 : -0.6	6	-0.4	4	-4	0	-8	-8	0
COc1cc(C#N)c(NS(=O)(=O)c2ccc3[nH]c(=O)sc3c2)cc1OC
 : -1.2	-12	-0.4	3	-1	-15	-7	-1	10
COc1ccc(Nc2ccc(S(=O)(=O)N3CCCCC3)cc2[N+](=O)[O-])cc1OC
 : -0.4	-7	2.1	-1	-6	-12	-13	-17	9
CCSc1ncnc2c1sc1nc(-c3ccco3)c3c(c12)CC(C)(C)OC3
 : -0.8	/	0.0	/	/	-16	-5	/	/
COc1cc(CN2CCN(C(C)C)C(CCO)C2)ccc1OCc1ccccc1 (configuration not stated)
 : 1.1	-8	1.4	5	-13	-3	-22	-3	9
CCOC(=O)C1=CNS(=O)(=O)NC1c1ccc(C)cc1 (configuration not stated)
 : /	-3	/	0	-4	/	-9	-2	4
O=C(N/N=C/c1ccco1)c1ccc(NC(=O)C2CC2)cc1
 : 1.6	-5	0.1	17	-8	-10	6	16	12
OCCC1CN(Cc2cccc3nonc23)CCN1Cc1ccsc1 (configuration not stated)
 : 0.2	-16	-0.3	6	-6	2	-14	-25	9
O=C(CSc1ncnc2c1nnn2Cc1ccc(F)cc1)NC1CCCC1
 : 0.1	-2	-0.5	1	-2	-3	4	-12	2
CC(C)(C)c1ccc(CN2C(=O)c3ccccc3S2(=O)=O)cc1
 : 0.1	6	1.5	3	-12	-3	-9	9	-12
Cc1cccc(C)c1NC(=O)CN1CCN(C(=O)CNC(=O)c2ccc(-c3ccccc3)cc2)CC1
 : /	9	/	6	-1	/	/	-13	-18
CCOc1ccc(NC(=O)CCC(=O)OC)cc1
 : 0.3	-20	-0.3	5	-2	-6	4	-11	13
CCOCCCNC(=O)CN1C(=O)NC(Cc2c[nH]c3ccccc23)C1=O (configuration not stated)
 : -0.9	-14	0.4	0	-4	0	-10	-13	8
CC(C)CCN(CC(=O)NCc1ccc(F)cc1)S(=O)(=O)c1ccccc1F
 : -2.5	-9	-2.2	1	-6	-6	-27	14	6
O=C(CCC1CCCCC1)NC1CCCCC1
 : -1.1	-7	-1.3	0	-4	1	-14	-5	7
O=C(COC(=O)c1cccnc1Cl)Nc1cccc(S(=O)(=O)N2CCCCC2)c1
 : 11	6	8.7	5	-3	-9	-7	15	-9
NC(=O)C1CCN(CCCNC2CC(=O)N(Cc3ccc(N4CCCC4=O)cc3)C2=O)CC1 (configuration not stated)
 : 2.4	-8	1.3	2	-2	14	0	0	3
C[C@@H]1CN([C@@H](C)CO)C(=O)CCCn2nncc2CO[C@H]1CN(C)S(=O)(=O)c1cccc(C#N)c1
 : /	-8	/	0	-8	/	/	-4	2
CCN1C(=O)/C(=C2/C=Cc3cc(C)ccc3N2CC)N(C)C1=S
 : -0.1	-5	0.3	1	-8	-6	-11	-9	5
Cc1ccc2oc(=O)c3cc(C(=O)N4CCN(C(=O)c5ccco5)CC4)sc3c2c1
 : 0.9	/	0.2	/	/	-4	-9	/	/
COc1ccc(CNC(=O)CCN2C(=O)c3ccccc3S2(=O)=O)cc1
 : -0.5	-1	-0.8	3	-3	5	-8	-12	-4
CCN(CC)S(=O)(=O)c1ccc(N2CCCC2)c(NS(=O)(=O)c2ccc([N+](=O)[O-])cc2)c1
 : -2.2	5	-0.5	-1	-9	-4	-23	-2	0
Nn1c(COc2ccccc2)nc2ccccc2c1=O
 : -0.6	-13	-0.3	3	0	6	-27	15	11
CC(C)(O[C@@H]1O[C@H](CO)[C@@H](O)[C@H](O)[C@H]1O)[C@@H]1CC=C(C(=O)O)CC1
 : 0.8	-4	0.3	13	0	-4	4	7	-1
CC1(C)SC2c3ccccc3C(=O)N2[C@@H]1C(=O)NCCCN1CCOCC1 (some centres not stated)
 : 0.4	-1	1.6	2	-5	-6	-13	-1	-1
COC(=O)c1cc(=O)n(Cc2ccc3c(c2)OCO3)c(=Nc2ccc(F)cc2)s1
 : -0.5	-9	1.0	0	-4	-3	-13	-4	4
Cc1nnc(C)n1/N=C/c1ccc(-c2ccccc2Cl)o1
 : 0.6	-5	-0.3	4	-2	-1	4	-16	5
CN(C)S(=O)(=O)c1ccc(C(=O)NCC2(N3CCOCC3)CCCCC2)cc1
 : -0.1	-2	-0.2	0	-7	-3	-2	3	8
Cc1cccc(C(=O)NNC(=O)CSc2nnc(C(C)C)n2C)c1
 : 0.7	2	0.1	0	0	-7	-1	3	2
O=C(c1cc(-c2cccnc2)nc2ccccc12)N1CCN(S(=O)(=O)c2ccc(Cl)s2)CC1
 : /	1	/	28	-3	/	/	46	-1
COC(=O)[C@@]1(Cc2ccc(OC)cc2)[C@H]2c3cc(C(=O)N(C)C)n(CCc4ccc(OC)c(Br)c4)c3C[C@H]2CN1C(=O)c1ccccc1
 : 1.1	/	1.5	/	/	-4	-25	/	/
Cc1ccccc1-c1nnc(SCC(=O)NC2CCCCC2)o1
 : -1.1	1	0.1	7	-4	-5	-25	9	3
Cc1cccc(NC(=O)CCS(=O)(=O)c2cc3c(cc2Cl)NC(=O)CO3)c1
 : 0.6	-6	1.0	0	-3	-1	-6	-12	3
C=CCNC(=O)c1onc(CSc2ccc(C(C)C)cc2)c1C(=O)O
 : 0.0	3	0.4	8	7	-3	-5	3	-6
COc1ccc(C2N(c3ccccc3)CCN2c2ccccc2)cc1O
 : -2.6	11	-1.5	2	-9	-16	-24	6	-7
O=C(COc1cccnc1[N+](=O)[O-])Nc1cc(S(=O)(=O)N2CCCCC2)ccc1Cl
 : 0.0	-13	-0.9	0	-2	-6	-12	2	10
CCS(=O)(=O)c1ccc2c(c1)N(S(=O)(=O)c1cccs1)CC(C(=O)O)O2 (configuration not stated)
 : 0.6	22	0.1	1	-2	-3	19	-11	-3
Cn1c(N)c(C(=O)CSc2nnc(-c3ccccc3F)n2C2CC2)c(=O)n(C)c1=O
 : 0.4	-15	-0.3	1	-3	-4	-4	8	9
COc1ccccc1N1CCN(C(=O)c2cc3ccccc3[nH]2)CC1
 : 0.8	5	2.8	8	-1	-9	-12	53*	-1
CNS(=O)(=O)c1ccc(Cl)nc1
 : 0.8	12	1.7	10	-4	1	-10	-20	-1
COc1cccc(CC2(CO)CCCN(Cc3sc(N4CCCC4)nc3Cl)C2)c1 (configuration not stated)
 : 0.0	-5	-0.3	7	-7	-2	-16	-6	4
O=c1c([N+](=O)[O-])c(NC2CCCCC2)c2ccccc2n1-c1ccccc1
 : 0.7	-6	-0.5	-1	4	-11	-4	13	1
Cc1ccc(NC(=O)Nc2ccc(F)c(Cl)c2)cc1
 : 8.0	36*	11	8	5	-8	69*	-4	-15
CC1Cc2nc(SCC(=O)Nc3ccc4c(c3)OCCO4)n(C)c(=O)c2S1 (configuration not stated)
 : -0.3	0	0.9	9	-3	-7	-22	-29	1
CCC1CCCCN1C(=S)NC(=O)c1cccs1 (configuration not stated)
 : /	2	/	10	-5	/	/	-6	-1
CC(C)OCCCNC(=O)c1c(N)n(/N=C/c2ccccn2)c2nc3ccccc3nc12
 : 0.2	1	0.9	10	-3	-15	-23	25	2
CC(=O)Nc1ccc(OCc2ccc3c(c2)OCO3)cc1
 : 3.8	-4	4.0	4	1	-4	4	5	12
NC(=S)NNC(=O)[C@@H]1CCCC[C@@H]1C(=O)O
 : -1.3	17	1.0	/	-6	-7	-7	/	-9
CC(=O)Nc1ccc(S(=O)(=O)Nc2ccc(S(=O)(=O)N3CCCCCC3)cc2)cc1
 : 0.8	-9	0.4	4	-4	-9	-19	2	7
CCO[C@@H]1OC(C(=O)N2CCOCC2)=C[C@H](C(C)(C)C)[C@H]1CCCO
 : 1.5	-11	1.3	5	-1	1	3	-4	12
O=C(CCC(=O)Nc1ccccc1Cl)NNC(=S)Nc1ccccc1C(F)(F)F
 : -1.1	-6	-0.8	2	-4	-9	-7	-27	9
O=C(Cc1ccccc1)NNC(=O)C1CC=CCC1 (configuration not stated)
 : -0.4	1	0.3	0	1	2	0	-4	9
CCC(C)(C)n1nnnc1C(c1cccc(C#N)c1)N1CCN(c2cccc(C)c2C)CC1 (configuration not stated)
 : 1.3	2	-0.4	10	-5	0	-6	-17	2
CC(C)=CCC/C(C)=C/C=N/NC(=O)c1ccccc1[N+](=O)[O-]
 : 0.9	-9	1.5	6	-8	-6	-11	1	6
COC(=O)C1(C)CCCC2(C)c3cc(OC)ccc3C(=O)C(Br)C12 (configuration not stated)
 : /	5	/	3	-7	/	/	-31	-7
Cc1ccc(NC(=O)CCn2cnc3ccccc3c2=O)c(C)c1
 : 1.8	-7	0.9	3	-2	-4	7	-25	9
CCN1C(N(C)C)=NC[C@@H]1Cc1ccccc1
 : 0.4	-5	0.3	8	-12	-8	-6	-13	3
COc1cccc(C=NNc2nc3ccccc3s2)c1OC
 : /	-2	/	5	-4	/	/	-2	-1
O=C(c1c[nH]c(C(=O)C(Cl)(Cl)Cl)c1)c1ccccc1Br
 : 0.0	-9	2.0	7	-6	-5	13	3	9

2 entries drawn at random from the list so far, as already listed:
Under each structure: OXTR agonist	M1 antag	V1R ag counter	TAAR1 ag	CHRM1 agonist	OXTR potentiate	CHO parental Ca	TAAR1 antagonist	CHRM1 PAM
CCN1C(N(C)C)=NC[C@@H]1Cc1ccccc1
 : 0.4	-5	0.3	8	-12	-8	-6	-13	3
O=C(CCC(=O)Nc1ccccc1Cl)NNC(=S)Nc1ccccc1C(F)(F)F
 : -1.1	-6	-0.8	2	-4	-9	-7	-27	9

(list continues)
Under each structure: OXTR agonist	M1 antag	V1R ag counter	TAAR1 ag	CHRM1 agonist	OXTR potentiate	CHO parental Ca	TAAR1 antagonist	CHRM1 PAM
NS(=O)(=O)c1ccc(CCNC(=O)c2cccc(S(=O)(=O)N3CCc4ccccc43)c2)cc1
 : /	-11	/	4	-2	/	/	16	3
Cc1ccc(C(=O)NC(=S)Nc2ccc3[nH]c(=O)[nH]c3c2)c(C)c1
 : 0.3	-11	1.9	8	-3	0	8	-8	4
CSCCC(N=C(NS(=O)(=O)c1ccc(Br)cc1)c1ccccc1)C(=O)O (configuration not stated)
 : 0.7	-3	0.7	5	-6	-5	2	22	7
Cc1cnc(C(=O)OCc2ccc(Br)cc2F)cn1
 : 0.7	7	0.7	4	-3	1	-17	-29	0
